# Source: PubChem BioAssay (several laboratories)
# GPR55 antagonists = GPR55 antagonists blocking LPI-driven arrestin recruitment, primary screen, imaging, U2OS, beta-arrestin-GFP, LPI agonist (AID 2013). G-protein coupled receptor 55 (Homo sapiens). U2OS GPR55 beta-arrestin-GFP translocation imaging, LPI antagonism; higher % means a stronger effect. inhibition, % at 10 µM, or IC50 in µM where a hit was titrated. hit rate 0.13% among 290,000;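 active means spots per cell inhibited over 60%, with over 100 cells counted and total cytoplasm intensity under 500,000; inconclusive means wells with under 100 cells, flagged as likely toxic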;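 further: U2OS cells stably carrying GPR55 and arrestin-GFP stimulated by 5 µM LPI near EC80; imaged beta-arrestin-GFP aggregate spots per cell after agonist stimulation; plate controls were LPI-stimulated DMSO wells for no effect and DMSO wells without LPI for full effect; some results filed as inactive read as strong as hits; confirmed hits need IC50 under 10 µM and bright autofluorescent wells are also inconclusive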
# NTR1 ag = agonists of NTR1, primary screen, imaging, U2OS cells, beta-arrestin-GFP, high content (AID 493036); NTR1-U2OS beta-arrestin-GFP spot imaging, agonist mode; activation, % at 20 µM; Neurotensin receptor type 1 (Homo sapiens), P30989; hit rate 0.17% among 330,000;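 active means activation at or above 40% of the spot to cytoplasm intensity ratio, with at least 20 cells analyzed; inconclusive means wells under 20 cells, flagged as cytotoxic or low count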;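 further: 0% = DMSO without peptide and 100% = 100 nM NTR1 peptide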
# Target sequence (P30989 whole entry, looked up): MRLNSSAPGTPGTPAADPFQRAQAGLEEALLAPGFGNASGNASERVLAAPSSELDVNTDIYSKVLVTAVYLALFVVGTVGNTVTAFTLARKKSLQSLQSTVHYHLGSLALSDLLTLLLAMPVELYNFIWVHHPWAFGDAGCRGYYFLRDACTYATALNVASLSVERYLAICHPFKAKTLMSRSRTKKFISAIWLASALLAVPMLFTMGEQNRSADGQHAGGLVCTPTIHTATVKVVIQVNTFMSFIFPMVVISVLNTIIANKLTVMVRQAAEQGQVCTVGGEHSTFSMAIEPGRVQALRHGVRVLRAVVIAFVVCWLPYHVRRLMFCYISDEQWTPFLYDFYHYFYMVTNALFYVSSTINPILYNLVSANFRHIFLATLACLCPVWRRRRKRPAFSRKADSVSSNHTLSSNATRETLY
# HIV fusion peptide = inhibitors of HIV fusion peptide binding, primary screen, biochemical, uHTS, fluorescence dequenching (AID 1986); cell-free peptide binding, fluorescence dequenching, 30 min; higher % means a stronger effect; one-dose inhibition, % at 20 µM; IC50 in µM for titrated hits; hit rate 0.3% among 290,000; in the data active means inhibition mostly above about 52%, no sharp cut-off; inactive means mostly below about 76%; further: some results filed as inactive read as strong as hits
# GPR35 antagonists = GPR35 antagonists blocking zaprinast-driven arrestin recruitment, primary screen, imaging, U2OS, beta-arrestin-GFP, zaprinast agonist (AID 2058); U2OS GPR35 beta-arrestin-GFP translocation imaging, zaprinast antagonism; higher % means a stronger effect; G-protein coupled receptor 35 (Homo sapiens); hit rate 0.052% among 290,000; one-dose inhibition, % at 10 µM; IC50 in µM for titrated hits;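 active means inhibition of at least 50% with at least 30 cells and total cytoplasm GFP at most 10,000,000; inconclusive means under 30 cells or total GFP of 10,000,000 plus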
# AID2073 = inhibitors of Mint1-CaV2.2 protein interaction, biochemical, HTRF (AID 2073); Voltage-dependent N-type calcium channel subunit alpha-1B (Homo sapiens); HTRF protein-protein interaction, Mint1-CaV2.2; higher % means a stronger effect; inhibition, % at 20 µM; hits with a dose series show IC50 in µM; hit rate 0.19% among 290,000; in the data active means inhibition mostly above about 51%, no sharp cut-off; inconclusive means no clear call, values can overlap the other calls; inactive means mostly below about 53%; further: some results filed as inactive read as strong as hits
# GPR55 activation = GPR55 agonists via beta-arrestin recruitment, primary screen, imaging, U2OS cells, beta-arrestin-GFP redistribution (AID 1961). G-protein coupled receptor 55 (Homo sapiens). U2OS GPR55 beta-arrestin-GFP redistribution imaging; higher % means a stronger effect. activation, % at 10 µM; hits with a dose series show EC50 in µM. hit rate 0.048% among 290,000;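 active means activation above 40% with more than 50 cells counted in the well; inconclusive means wells holding fewer than 50 cells, flagged as toxic or sparse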;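 further: U2OS osteosarcoma cells stably expressing GPR55 and beta-arrestin-GFP; plate controls were DMSO negative control for no effect and LPI positive control for full effect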
# Siah-1 displacement = Siah-1 peptide-binding antagonists, primary screen, biochemical, fluorescence polarization, rhodamine-plectin, uHTS (AID 1817); E3 ubiquitin-protein ligase SIAH1 (Homo sapiens); Siah-1 / rhodamine-plectin peptide fluorescence polarization; higher % means a stronger effect; displacement, % at 20 µM; hits with a dose series show IC50 in µM; hit rate 0.02% among 290,000;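 active means displacement of at least 50% at 20 µM, with a fluorescence ratio check between 0.3 and a set limit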;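 further: plate controls were Siah plus tracer with DMSO for no effect and tracer alone without Siah for full effect; strong numbers were not always called active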
# NS5 inhibitors = Dengue-2 NS5 methyltransferase inhibitors, primary screen, biochemical, confirmation dose response (AID 588689); Genome polyprotein (Dengue virus type 2 (strain 16681-PDK53)); Dengue-2 NS5 methyltransferase capping enzyme assay, biochemical; higher % means a stronger effect; one-dose inhibition, % at 25 µM; IC50 in µM for titrated hits; hit rate 0.3% among 340,000; in the data active means a potency from the dose series; inconclusive means inhibition above about 29% without an active follow-up result
# UTI89 phage lysis = inhibition of K1F phage lysis, E. coli UTI89, bacterial capsule biogenesis inhibitors, alamar blue (AID 488966); inhibition, % at 100 µM; hits with a dose series show IC50 in µM; hit rate 0.02% among 340,000; E. coli UTI89 K1F phage lysis, alamar blue, 2 h; higher % means a stronger effect;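 active means phage lysis inhibition, versus mean bacterial control, above a set limit; inconclusive means no clear call, values can overlap the other calls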;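 further: capsule biogenesis inhibitors block K1F phage lysis so surviving cells raise fluorescence; higher fluorescence means more inhibition of phage lysis; actives were called in the ten point dose series up to 300 µM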
# NTR1 ag cell count 20 µM = also measured in NTR1 ag; calls as there; cell count; measured here: cell count, cytotoxicity flag
# NS5 inhibitors pilot replicate = also measured in NS5 inhibitors; calls as there; inhibition, %; measured here: pilot screen replicate inhibition
# Starred values were filed as active, the others as inactive; i = inactive; ? = inconclusive; . = not tested or not shown; & = joins results of further samples; [ ] = remark or other dose.
SMILES,GPR55 antagonists,NTR1 ag,NTR1 ag cell count 20 µM,HIV fusion peptide,GPR35 antagonists,AID2073,GPR55 activation,Siah-1 displacement,NS5 inhibitors,UTI89 phage lysis,others
CC(Nc1nc(-c2cccc(Br)c2)cs1)c1nc2cc(Cl)c(N3CCCCC3)cc2n1CCOCCO (configuration not stated),-4%,9.7,75,1.6%,-11%,7%,1.6%,4%,5%,2.0%,
Nc1c2c(nc3ccccc13)CCCC2,15%,2.4&1.9,62&44,2.2%,-10%,i,-0.1%,4%,-1%&-4%,0.7%&2.6%,
N#CCCn1cc(C=C(C#N)C#N)c(-c2ccc(-c3ccccc3)cc2)n1,-7%,20,45,7.8%,-8%,23%,0.5%,-3%,-5%,4.5%,
CCCCOc1ccc(-c2ncc(Cl)cn2)cc1,-5%,2.1,40,-0.2%,-5%,0%,0.3%,-3%,-5%,0.0%,
CCCCCCn1c(SCC(C)C)nc2c1c(=O)[nH]c(=O)n2C,11%,14,65,4.7%,10%,-1%,0.1%,-3%,-3%,0.1%,
O=C(O)C(Cc1cc(Cl)ccc1Cl)Sc1nc2ccccc2[nH]1 (configuration not stated),5%,0.3,50,0.0%,-2%,-15%,-0.2%,3%,1%,-0.8%[50 µM],
COc1ccccc1S(=O)(=O)Cc1ccc(C(=O)NCCN2CCCCCC2)o1,13%,-0.8,54,0.1%,-13%,-7%,0.3%,0%,-6%,2.0%,
CC(C)[C@H](CO)N(Cc1cccc(F)c1)c1nc(Nc2cccc(Cl)c2)c2ncn(C(C)C)c2n1,-6%,4.2,70,3.5%,-2%,12%,0.3%,0%,-6%,0.8%,
COc1ccc(-c2cc(C(=O)O)c(C)o2)cc1OC,-2%,-0.9,81,0.0%,14%,13%,-0.1%,5%,-7%,0.4%,NS5 inhibitors pilot replicate=3.0
COc1ccc(-c2nc(C(=O)O)cs2)cc1OC,7%,1.5,58,-0.9%,3%,3%,-0.5%,-1%,-2%,1.4%,
Cc1cc(=O)[nH]c2c1c(C)nn2-c1ccccc1,-10%,-1.8,91,-0.4%,12%,0%,-0.1%,-2%,-6%,0.3%,
COc1ccc(-c2nnn(CC(=O)N(CCN3CCOCC3)C(C(=O)NC3CCCC3)c3ccco3)n2)cc1 (configuration not stated),0%,1.0,39,-1.4%,-3%,7%,-0.5%,4%,-10%,0.4%,
O=C(NCC1CCCO1)C1CCCN(c2ncccn2)C1 (configuration not stated),8%,-1.7,50,-2.6%,-1%,37%,0.5%,8%,2%,0.0%,
COc1ccc(/C=C2\Sc3ccc(C(=O)N4CCOCC4)cc3N(C)C2=O)cc1,5%,0.4,72,-0.8%,-12%,2%,0.2%,8%,-5%,-0.1%,
COc1cc(/C=C/C(=O)O)cc(OC)c1OC,5%,0.8,74,-2.3%,16%,1%,-0.1%,-8%,-2%,2.6%,
O=C(N=c1ccn(-c2nc3ccccc3nc2NS(=O)(=O)c2ccccc2)cc1)c1ccccc1Cl,15%,-2.0,61,25%,16%,36%,0.2%,4%,5%,0.3%,
CN1C(=O)[C@H]2[C@@H](/C=C/c3ccccc3)N3C(=O)CN(CC4CC4)C(=O)[C@@]3(C)[C@H]2C1=O,8%,-3.3,93,-0.3%,6%,6%,-0.2%,1%,-10%,0.3%,
O=C(CCNS(=O)(=O)c1ccc(Cl)cc1)N1CCCCCC1,1%,1.6,54,-1.3%,14%,10%,0.0%,1%,-1%,-0.1%[50 µM],
Nc1cc(Cl)ccc1Oc1ccc2ccccc2c1,-1%,4.3,51,0.9%,0%,14%,-0.1%,-2%,-1%,-0.2%,
COc1cc(NC(=O)C(=O)NCCN(C)C)c(OC)cc1Cl,14%,-0.4,48,1.3%,9%,11%,0.0%,11%,-4%,2.2%,

# Four records drawn at random from those above, as already listed:
SMILES,GPR55 antagonists,NTR1 ag,NTR1 ag cell count 20 µM,HIV fusion peptide,GPR35 antagonists,AID2073,GPR55 activation,Siah-1 displacement,NS5 inhibitors,UTI89 phage lysis,others
Cc1cc(=O)[nH]c2c1c(C)nn2-c1ccccc1,-10%,-1.8,91,-0.4%,12%,0%,-0.1%,-2%,-6%,0.3%,
COc1ccc(/C=C2\Sc3ccc(C(=O)N4CCOCC4)cc3N(C)C2=O)cc1,5%,0.4,72,-0.8%,-12%,2%,0.2%,8%,-5%,-0.1%,
CN1C(=O)[C@H]2[C@@H](/C=C/c3ccccc3)N3C(=O)CN(CC4CC4)C(=O)[C@@]3(C)[C@H]2C1=O,8%,-3.3,93,-0.3%,6%,6%,-0.2%,1%,-10%,0.3%,
O=C(CCNS(=O)(=O)c1ccc(Cl)cc1)N1CCCCCC1,1%,1.6,54,-1.3%,14%,10%,0.0%,1%,-1%,-0.1%[50 µM],

# Continuation.
SMILES,GPR55 antagonists,NTR1 ag,NTR1 ag cell count 20 µM,HIV fusion peptide,GPR35 antagonists,AID2073,GPR55 activation,Siah-1 displacement,NS5 inhibitors,UTI89 phage lysis,others
OC(CNCCc1ccc(Cl)cc1Cl)COc1ccccc1 (configuration not stated),-1%,2.8,75,0.9%,-1%,?,0.0%,6%,-6%,2.1%,
COc1cc(C(=O)Nc2cc(C(F)(F)F)ccc2Cl)cc(OC)c1OC,22%,-0.4,50,-2.5%,0%,-9%,-0.1%,-1%,2%,0.7%,
O=C(CC12CC3CC(CC(C3)C1)C2)N1CCCOC1,4%,-2.2,95,0.9%,-3%,-4%,1.0%,2%,-3%,0.0%,
O=C(Cn1cnc2c(nnn2-c2ccccc2)c1=O)NCc1ccc(F)cc1,8%,2.2,61,1.2%,-3%,25%,-0.1%,40%,3%,11%,
CCCCN(C)CCNS(=O)(=O)c1ccc2c(c1)n(C)c(=O)c(=O)n2C,6%,0.4,52,-0.8%,15%,1%,0.2%,-1%,-6%,-6.8%,
O=C(Nc1nc(-c2ccccc2)ns1)c1ccncc1,1%,-0.2,58,0.6%,-7%,12%,-0.1%,-4%,2%,-0.6%[50 µM],
N#Cc1c(-c2ccccc2)oc(=O)c2ccccc12,-20%,-0.2,69,0.6%,-11%,19%,0.5%,0%,-3%,0.4%,
COC(=O)CNC(=O)c1cc(OC)cc(OC)c1,-5%,1.6,62,-0.3%,-6%,-10%,-0.1%,3%,-4%,0.0%,
O=C(CCc1ccccc1)OCCN1CCOCC1,3%,1.9,53,-4.8%,2%,10%,-0.2%,-2%,-8%,0.2%,
COc1ccc(-c2nnc(SCC(=O)c3ccc(O)cc3O)o2)cc1,8%,0.8,44,2.5%,5%,?,-0.2%,0%,4%,0.7%,
CCN(CC)CCNC(=O)CCn1nc(-c2ccc(Cl)cc2)ccc1=O,-1%,-0.4,87,0.0%,-2%,0%,0.0%,-5%,1%,0.2%,
COc1cc(/C(C)=N/NC(=O)CSc2nnc(C)s2)ccc1O,6%,1.2,42,-1.6%,-2%,1%,-0.1%,5%,-3%,0.3%,
O=C(O)Cn1c(-c2ccccn2)nc2ccccc21,8%,-0.5,46,-2.2%,3%,14%,-0.1%,-4%,4%,-2.2%,
COc1cccc(CN2CCN(C(=O)c3ccc(-c4ccccc4)cc3)CC2)c1,2%,2.1,50,-1.1%,-3%,-4%,-0.3%,8%,-1%,0.3%,
Cc1ccc(C(=O)/C=C2\NCCNC2=O)cc1,-2%,-1.6,53,-1.3%,1%,11%,0.0%,-3%,-4%,0.8%,
CCCC(NC(=O)c1ccccc1)c1nc2ccccc2n1Cc1ccc(C(=O)OC)o1 (configuration not stated),1%,4.0,39,-2.0%,-4%,4%,-0.2%,-9%,-7%,0.9%,
CN(C(=O)Nc1ccc(Cl)cc1)n1cnc2ccccc2c1=O,16%,-0.1,45,0.4%,-11%,-18%,-0.1%,-2%,.,.,
O=C(CCc1nnc2ccc(NCc3ccco3)nn12)N1CCN(c2ccc(F)cc2)CC1,-11%,0.9,44,0.6%,-15%,12%,-0.2%,-3%,0%,0.0%,
COc1ccccc1C(c1nnnn1CC1CCCO1)N1CCN(c2ccccc2)CC1 (configuration not stated),-4%,0.8,92,-0.6%,3%,-6%,0.0%,-6%,1%,-0.8%,
CCOC(=O)CCc1c(C)c2ccc(OCc3nn[nH]n3)cc2oc1=O,10%,-1.7,83,-2.0%,9%,15%,0.4%,4%,-6%,-0.1%,
O=C(CN(c1ccc(F)cc1)S(=O)(=O)c1ccc2c(c1)OCCO2)NCc1ccccn1,-5%,-0.6,89,-1.2%,-15%,-2%,0.1%,1%,-9%,1.4%,
CCOC(=O)/C(C#N)=C/C=C1\C=Cc2ccccc2N1CC,9%,2.4,31,11%,-10%,-17%,-0.1%,0%,-26%,-1.4%,
CCOC(=O)Cc1csc(NC(=S)NC(=O)c2ccccc2C)n1,2%,0.9,30,3.3%,-6%,7%,0.2%,-1%,-1%,3.3%,
COc1cc(/C=C/C(=O)c2ccccc2O)cc(OC)c1OC,6%,15,73,-0.8%,-3%,2%,-0.2%,-1%,-29%,0.0%,
Cc1nc2nc3c(cn2n1)C(=O)CC(C)(C)C3,-2%,.,.,-0.3%,-11%,0%,-0.6%,-1%,-1%,-1.4%,
Clc1ccc(CN2CCC(c3ccccc3)CC2)cc1,21%,0.9,95,-2.8%,-1%,8%,0.3%,-3%,1%,0.4%,
CC(C)N1CCC2(CC1)N=C(c1ccc3c(c1)OCO3)CC(c1cc(Cl)ccc1O)N2 (configuration not stated),20%,35,30,0.8%,-12%,1%,0.6%,1%,-9%,0.0%,
COc1ccc(NC(=O)c2cc(=O)c3ccccc3o2)cn1,6%,0.2,64,-1.2%,18%,-2%,0.2%,1%,21%,-0.1%,
Cc1ccc(C)c(Nc2c([N+](=O)[O-])c(=O)oc3ccccc23)c1,-10%,2.1,59,-0.2%,-13%,4%,-0.1%,-2%,5%,-3.5%,
